MrgX1 allo act: positive allosteric modulators of MrgX1, primary screen, HEK293 cells, Fluo-4 calcium flux; 310,000 compounds, 0.63% hits; Mas-related G-protein coupled receptor member X1 (Homo sapiens), Q96LB2; FDSS; active compounds read high; B-score at 10 µM;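 active means plate-corrected calcium response at least 3 library SD above typical, normal starting fluorescence, not activating the receptor alone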;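 further: compound read alongside a low EC10 to EC30 dose of BAM8-22 agonist; peak minus trough fluorescence over baseline measured at the second addition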
Target sequence (Q96LB2 whole entry, looked up): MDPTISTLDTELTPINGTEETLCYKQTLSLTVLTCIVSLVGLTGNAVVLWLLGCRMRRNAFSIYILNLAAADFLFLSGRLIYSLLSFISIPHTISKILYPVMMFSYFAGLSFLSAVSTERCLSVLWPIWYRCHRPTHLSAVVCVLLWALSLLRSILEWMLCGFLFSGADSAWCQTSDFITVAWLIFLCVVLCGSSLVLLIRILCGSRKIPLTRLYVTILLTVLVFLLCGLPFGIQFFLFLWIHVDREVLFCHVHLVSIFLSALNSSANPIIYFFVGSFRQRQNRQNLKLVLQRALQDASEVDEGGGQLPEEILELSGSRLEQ
PolyA inh: polyadenylation inhibitors in yeast reporter cells, primary screen, luminescence, S. cerevisiae; S. cerevisiae SKY197-pL101 polyadenylation reporter, beta-gal luminescence; efflux-impaired pdr1/pdr3 knockout yeast; score 100 = 6 SD above DMSO; calls only at 12 µM; 300,000 compounds, 0.02% hits; AID 1875, 2009;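 active means lowest replicate activity score at least 50, where 100 means six control SD above control mean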;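 further: yeast exposed to compound for 9 h at 30 °C; higher score means more reporter readthrough which indicates perturbed polyadenylation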
HIF activator: HIF pathway transcriptional activators, primary screen, cell-based, U2OS HRE-luciferase, luminescence | U2OS HRE-luciferase reporter; normalized: DMSO 0%, desferrioxamine 100% | activation, % at 7.5 µM (by protocol) | 300,000 compounds, 0.32% hits;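 active means mean activation of at least 10% of the iron chelator positive control signal, with at least half of replicates also reaching 10%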
TRPC6 act: mouse TRPC6 channel activators, primary screen, cell-based, HEK293, membrane potential dye. Short transient receptor potential channel 6 (Mus musculus), Q61143. HEK293-TRPC6 membrane potential dye fluorescence; active compounds read high. B-score at 10 µM. 310,000 compounds, 0.13% hits. AID 2550, 2010;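 active means B-score of the integrated fluorescence ratio above library mean plus 3 SD, and starting fluorescence ratio within library mean plus 5 SD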;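 further: higher score means more depolarization so channel activation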
TRPC4 block: inhibitors of mouse TRPC4 channel, primary screen, Fluo4 calcium, HEK293 TRPC4beta/mu-opioid cells; DAMGO-evoked Fluo4 calcium flux; active compounds read low; B-score at 10 µM; 300,000 compounds, 0.39% hits;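 active means B-score over 3 SD under the library average, no early fluorescence shift, positive overall ratio signal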
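Assay system: Stable TRPC4beta/mu-opioid receptor HEK293 cells | Reagent: DAMGO in two steps, submaximal then maximal | Compound dosing: Single concentration per test compound | Signal: Fluo4 Ca2+ flux fluorescence | Evaluation: Per-well B score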
TRPC6 inhibitor: mouse TRPC6 channel inhibitors, primary screen, cell-based, HEK293, membrane potential dye; ACh-evoked depolarization; active compounds read low; B-score at 10 µM; 310,000 compounds, 1.1% hits; AID 2553, 2010;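 active means B-score under library mean minus 3 SD, initial fluorescence not abnormally high, positive integrated signal ratio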;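 further: B-score derived from integrated fluorescence ratio over the kinetic read; more negative B-score means stronger inhibition of depolarization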
TRPC4 agonist: activators of mouse TRPC4 channel, primary screen, Fluo4 calcium, HEK293 TRPC4beta/mu-opioid cells | AID 2237, 2010 | 310,000 compounds, 0.49% hits | B-score at 10 µM | Short transient receptor potential channel 4 (Mus musculus), Q9QUQ5 | Fluo4 calcium fluorescence; active compounds read high;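 active means B-score above 5 SD of library B-scores, and initial fluorescence ratio not above library mean plus 5 SD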;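 further: positive B-score marks a calcium rise read as TRPC4 activation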
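Technique: kinetic Fluo4 calcium fluorescence; Test system: TRPC4beta and mu-opioid receptor HEK293 stable cells; Measure: B-scored integrated calcium fluorescence ratio; Benchmarks: low control buffer alone, high control maximal DAMGO; Schedule: 45 min room-temperature Fluo4 loading, 110 s read.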
MrgX1 ag: agonists of human MrgX1 receptor, primary screen, HEK293 cells, Fluo-4 calcium flux; Mas-related G-protein coupled receptor member X1 (Homo sapiens), Q96LB2; Fluo-4 calcium fluorescence, agonist mode; active compounds read high; B-score at 10 µM; 310,000 compounds, 0.44% hits; AID 588627, 2011;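 active means calcium response B-score plate-corrected fluorescence ratio at least 3 library SD, with starting fluorescence B-score inside 5 SD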
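Test system: HEK293 cells stably expressing human MrgX1 receptor; amount: 15,000 cells per well; doses: compound delivered in addition one of three; times: overnight plating before 1 h dye loading; detection: Fluo-4 NW calcium-flux fluorescence, kinetic read; read-out basis: B-scored fluorescence response ratio; controls: positive and negative controls per plate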
MrgX1 antagonist: antagonists of human MrgX1 receptor, primary screen, HEK293 cells, Fluo-4 calcium flux; Mas-related G-protein coupled receptor member X1 (Homo sapiens), Q96LB2; BAM8-22 antagonism; active compounds read low; B-score at 10 µM; 310,000 compounds, 1.3% hits; AID 588676, 2011;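 active means calcium-response B-score plate-corrected more than 3 library SD below zero, starting fluorescence within 5 deviations, no agonist response on first addition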;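 further: peak minus trough fluorescence over baseline after final BAM8-22 challenge near maximal dose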
AI-2 QS modul: Vibrio harveyi AI-2 quorum sensing modulators, primary screen, JMH597 strain, luminescence/OD600 ratio; Vibrio harveyi JMH597 AI-2 luminescence/OD600 ratio, 9 h; active compounds read low; strain lacks LuxN and CqsS sensors; 0 = neutral-control median; activity change, % at 7.5 µM; 300,000 compounds, 0.4% hits; in the data active means activity change below about -75%, passing the limit was not always enough;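 further: luminescence divided by OD600 gain over 9 h not by final OD600 alone; inactives centre near 13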
TRPC4 potent: positive allosteric modulators of TRPC4, primary screen, cell-based, mouse TRPC4beta, HEK293 mu-opioid, Fluo-4 calcium | Short transient receptor potential channel 4 (Mus musculus), Q9QUQ5 | DAMGO EC20, Fluo-4 Ca2+ flux; active compounds read high | B-score at 10 µM | 310,000 compounds, 0.42% hits | AID 2227, 2009;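 active means B-score of calcium response area above 5 SD of library B-scores, with initial fluorescence ratio within 5 SD of library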;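 further: B-score of integrated fluorescence ratio over time as area under calcium response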
* = called active by the depositor; i = inactive; nt = not tested or not shown.

canonical_smiles | MrgX1 allo act | PolyA inh | HIF activator | TRPC6 act | TRPC4 block | TRPC6 inhibitor | TRPC4 agonist | MrgX1 ag | MrgX1 antagonist | AI-2 QS modul | TRPC4 potent
Nn1c(SCC(=O)NCc2ccccc2)nnc1C1CC1 | i | i | 0.0 | i | i | i | i | i | i | 16.2 | i
COc1ccc2c(c1)c(C(O)CN1CCC(Cc3ccccc3)CC1)c(C)n2C (configuration not stated) | i | i | 1.8 | i | i | -11.5* | i | i | i | 41.0 | i
CCCCOc1cccc(C(=O)Nc2ccc(N3CCN(CC)CC3)cc2)c1 | i | i | -1.6 | i | i | i | i | i | i | 4.4 | i
O=C(CCCC(=O)N(CC(=O)NC1CCCC1)Cc1ccc(F)cc1)Nc1ccccn1 | i | i | -0.2 | i | i | i | i | i | i | 16.3 | i
N#Cc1ccc(S(=O)(=O)NC2CCCCNC2=O)cc1 (configuration not stated) | i | i | 0.7 | i | i | i | i | i | i | 13.8 | i
COc1ccc(C2=NNC(c3cccnc3)=Nc3ccccc32)cc1 | i | i | -0.2 | i | i | i | i | i | i | 8.5 | i
CCOC(=O)c1sc(NC(=O)CSc2ncn(-c3ccccc3)n2)nc1C | i | i | -0.4 | i | i | i | i | i | i | 26.7 | i
CCOC(=O)CN1NC2(CCC(C(C)(C)C)CC2)NC1=S (configuration not stated) | i | i | -0.3 | i | i | i | i | i | i | 1.5 | i
Cn1c(=O)oc2cc(S(=O)(=O)N3CCN(c4ccc(F)cc4)CC3)ccc21 | i | i | -0.2 | i | i | i | i | i | i | 28.4 | i
COC(=O)c1cc(NC(=O)c2ccco2)ccc1N1CCOCC1 | i | i | -0.1 | i | i | i | i | i | i | 21.0 | i
Cc1c(N)cccc1-n1cnnn1 | i | i | -1.0 | i | i | i | i | i | i | 18.2 | i
O=C(CN(C(=O)c1csnn1)c1ccc(F)cc1)NCc1ccc(F)cc1 | i | i | 0.0 | i | i | i | i | i | i | 15.8 | i
O=C(CN1C(=O)c2ccccc2S1(=O)=O)Nc1ccc(S(=O)(=O)Nc2ncccn2)cc1 | nt | i | -4.7 | i | i | i | i | nt | nt | -12.9 | i
CO/N=C(/c1nonc1N)N1CCN(c2ccc([N+](=O)[O-])cc2)CC1 | i | i | -0.3 | i | i | i | i | i | i | -9.6 | i
Cc1ccc(OCCNC(=O)CCNS(=O)(=O)c2ccc(C)cc2)cc1 | i | i | -0.1 | i | i | i | i | i | i | 20.0 | i
O=C1COc2ccc(S(=O)(=O)N3CCCC3)cc2N1 | i | i | -0.1 | i | i | i | i | i | i | 29.8 | i
CC(C)(C)n1ncc2c(=O)n(Cc3ccc(Cl)cc3)cnc21 | i | i | -3.2 | i | i | i | i | i | i | 10.3 | i
CCN(CC(=O)Nc1ccccc1C(F)(F)F)C(=O)CCc1ccccc1 | i | i | -0.2 | i | i | i | i | i | i | 7.5 | i
O=C(CN1C(=O)c2cccnc2Oc2ccc(Cl)cc21)NC1CCCCCC1 | i | i | 0.5 | i | i | i | i | i | i | 16.2 | i
CCCc1nc2ccc(NC(C)=O)cc2c(=O)n1Cc1ccccc1Cl | i | i | 1.4 | i | i | i | i | i | i | 1.1 | i

Next part, overlapping the part above by 2 compounds.
canonical_smiles | MrgX1 allo act | PolyA inh | HIF activator | TRPC6 act | TRPC4 block | TRPC6 inhibitor | TRPC4 agonist | MrgX1 ag | MrgX1 antagonist | AI-2 QS modul | TRPC4 potent
O=C(CN1C(=O)c2cccnc2Oc2ccc(Cl)cc21)NC1CCCCCC1 | i | i | 0.5 | i | i | i | i | i | i | 16.2 | i
CCCc1nc2ccc(NC(C)=O)cc2c(=O)n1Cc1ccccc1Cl | i | i | 1.4 | i | i | i | i | i | i | 1.1 | i
CC(C)Cc1cc(CN2CCC(CO)(Cc3ccccc3)CC2)[nH]n1 | i | i | 2.0 | i | i | i | i | i | i | 29.7 | i
COC(=O)c1c(-c2ccccc2)nn(-c2ccccc2)c1C(=O)OC | i | i | -13.5 | i | i | i | i | i | i | 32.6 | i
COCCCNC(=O)CCn1c(=O)c2ccccc2n(CC(=O)Nc2c(C)cccc2C)c1=O | i | i | -0.2 | i | i | i | i | i | i | 9.6 | i
CCN(CC)C(=O)CNC(=O)Cc1ccc(Cl)cc1 | i | i | -0.3 | i | i | i | i | i | i | 15.0 | i
CC1CCN(C(=S)SCc2nc(N)nc(Nc3ccccc3)n2)CC1 | i | i | 0.5 | i | i | i | i | i | i | -9.7 | i
CCCn1c(N)c(N(CCOC)C(=O)c2cccc(S(=O)(=O)N3CCCc4ccccc43)c2)c(=O)[nH]c1=O | i | i | -41.3 | i | i | i | i | i | i | 14.7 | i
O=C(Cn1c(=O)n(Cc2ccco2)c(=O)c2cc(Cl)ccc21)NCC1CCCO1 (configuration not stated) | i | i | -0.6 | i | i | i | i | i | i | 6.3 | i
C/C=C(/C)C(=O)O[C@@H]1c2cc3c(c(OC)c2-c2c(cc(OC)c(OC)c2OC)[C@@H](OC(C)=O)[C@@H](C)[C@H]1C)OCO3 | i | i | -0.5 | i | i | i | i | i | i | 23.7 | i
COc1ccccc1C(=O)Nc1ccnn1C1CCN(C(=O)c2ccoc2C)CC1 | i | i | 0.1 | i | i | i | i | i | i | 13.1 | i
COc1cccc(N2CC(C(=O)Oc3ccc4ccccc4c3)CC2=O)c1 (configuration not stated) | i | i | 0.2 | i | i | i | i | i | i | 34.4 | i
O=C(NC(=S)NCCN1CCOCC1)c1ccc(F)cc1 | i | i | 0.6 | i | i | i | i | i | i | 15.3 | i
COc1ccc(CCNC(=O)CC2SC(=NCCC(C)C)NC2=O)cc1OC (configuration not stated) | i | i | -0.4 | i | i | i | i | i | i | 10.8 | i
Cc1cc(C)n(-c2c(F)c(F)c(COC(=O)c3ccccc3)c(F)c2F)n1 | i | i | -0.1 | i | i | i | i | i | i | 7.2 | i
COc1ccc([C@@H]2[C@@H]3C(=O)N(C(C)(C)C)C(=O)[C@@H]3[C@]3(Cc4ccccc4)C(=O)N(c4ccc(Br)cc4)C(=O)N23)cc1 | i | i | 1.5 | i | i | -6.08* | i | i | i | 21.5 | i
Cc1ccc(-c2c[n+](=O)c3c(n2[O-])CCC3)cc1 | i | i | 0.1 | i | i | i | i | i | i | 31.1 | i
O=C(c1cccnc1)N1CCN(c2ccc3ccccc3n2)CC1 | i | i | -0.2 | i | i | i | i | i | i | 10.1 | i
O=C(CO/N=C/c1cccc([N+](=O)[O-])c1)Nc1ccc2ccccc2c1 | i | i | 0.1 | i | i | i | i | i | i | 40.5 | i
COc1ccc(CNCC(O)COc2ccc(C(C)(C)c3ccccc3)cc2)cc1 (configuration not stated) | i | i | -5.5 | i | i | i | i | i | i | 51.8 | i
Cc1cccc(OCCSCc2nc3ccccc3[nH]2)c1 | i | nt | -0.1 | i | i | i | i | i | i | 7.4 | i
CC1CC(C)CN(S(=O)(=O)c2ccc(C(=O)N3CCN(c4ccccc4)CC3)cc2)C1 (configuration not stated) | i | i | nt | i | i | i | i | i | i | 5.7 | i
Cc1csc(SCC(=O)Nc2ncc(Cl)c(C)c2Cl)n1 | i | i | -0.5 | i | i | i | i | i | i | 14.4 | i
O=S(=O)(NCCc1cn2ccccc2n1)c1ccc(F)c(C(F)(F)F)c1 | i | i | 0.0 | i | i | i | i | i | i | 39.6 | i
CSCCC(NC(=O)c1ccccc1)C(=O)N(C)CC(=O)Nc1ccc(N2CCOCC2)cc1 (configuration not stated) | i | i | -0.3 | i | i | i | i | i | i | 13.8 | i
O=C(NCC1CCCO1)C1CC(=O)N(c2ccc(F)c(Cl)c2)C1 (configuration not stated) | i | i | 0.1 | i | i | i | i | i | i | 20.9 | i
CC(C)(C)C(=O)NC(=S)NCCc1ccccc1 | i | i | 2.6 | i | i | i | i | i | i | 4.8 | i
COc1ccc(C(C)C)cc1S(=O)(=O)N1CCC(C(=O)N2CCN(C)CC2)CC1 | i | i | -0.4 | i | i | i | i | i | i | 2.7 | i
CCCC(=O)NC(NC(=S)Nc1ccc(S(N)(=O)=O)cc1)C(Cl)(Cl)Cl (configuration not stated) | i | i | 1.1 | i | i | i | i | i | i | 14.4 | i
Cc1cc(C)cc(Oc2ccccc2/C=C\C(=O)O)c1 | i | i | 0.0 | i | i | i | i | i | i | 28.4 | i
CCCc1cc(=O)[nH]c(SCC(=O)Nc2ccccc2C#N)n1 | i | i | -0.3 | i | i | i | i | i | i | 43.9 | i
CC(C)C(c1nnnn1Cc1ccc(F)cc1)N1CCN(C2CCCC2)CC1 (configuration not stated) | i | i | 0.6 | i | i | i | i | i | i | 3.8 | i
CCN1C(=O)[C@H]2[C@@H](c3ccc(-c4ccc(Cl)c(Cl)c4)c(OC)c3)N[C@@](Cc3ccccc3)(C(=O)OC)[C@H]2C1=O | i | i | -0.2 | i | i | i | i | i | i | 36.0 | i
CC(OC(=O)c1ccc(-c2ccc(O)cc2)cc1)C(=O)NC1CCCCC1C (configuration not stated) | i | i | 0.6 | i | i | i | i | i | i | nt | i
CCN1C(=NCCc2cccnc2)N[C@@H](c2ccccc2)C(C(=O)OC)=C1C | i | i | 0.2 | i | i | i | i | i | i | 8.1 | i
Cc1ccc(NC(=O)C2CCN(S(=O)(=O)c3ccc4c(c3)CCCC(=O)N4)CC2)cc1N(C)C | i | i | -0.3 | i | i | i | i | i | i | 7.8 | i

Not all compounds are listed. The share of hits here may be higher or lower than overall.
